PLCb3 inh – blocks human PLC-beta3 enzyme activity. Purified PLC-beta3, fluorogenic substrate, fluorescence. 370,000 compounds, 0.18% hits. AID 720704. inhibition, % at 12.2 µM; in the data active = inhibition above about 11%;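 also: 0% = median of compound wells on plate and 100% = full blocker control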
ADAM10 inh – ADAM10 inhibition, QFRET primary screen | inhibition, % at 7 µM | recombinant ADAM10, EDANS/DABCYL FRET peptide cleavage, 3 h | O14672 | AID 720582 | 370,000 compounds, 0.62% hits;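 active = inhibition above a per-campaign cutoff equal to the mean of compounds falling between control-based bounds plus 3 SD, cut at about 20% in these data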;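 also: 0% = DMSO wells while the 100% control is not disclosed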
PLC-gamma1 inh – blocks human PLC-gamma1 enzyme activity. inhibition, % at 12.2 µM. purified PLC-gamma1, fluorogenic substrate, fluorescence. P19174. AID 720700. 370,000 compounds, 0.84% hits; in the data active = inhibition above about 9.5%
Target sequence (P19174 whole entry, looked up): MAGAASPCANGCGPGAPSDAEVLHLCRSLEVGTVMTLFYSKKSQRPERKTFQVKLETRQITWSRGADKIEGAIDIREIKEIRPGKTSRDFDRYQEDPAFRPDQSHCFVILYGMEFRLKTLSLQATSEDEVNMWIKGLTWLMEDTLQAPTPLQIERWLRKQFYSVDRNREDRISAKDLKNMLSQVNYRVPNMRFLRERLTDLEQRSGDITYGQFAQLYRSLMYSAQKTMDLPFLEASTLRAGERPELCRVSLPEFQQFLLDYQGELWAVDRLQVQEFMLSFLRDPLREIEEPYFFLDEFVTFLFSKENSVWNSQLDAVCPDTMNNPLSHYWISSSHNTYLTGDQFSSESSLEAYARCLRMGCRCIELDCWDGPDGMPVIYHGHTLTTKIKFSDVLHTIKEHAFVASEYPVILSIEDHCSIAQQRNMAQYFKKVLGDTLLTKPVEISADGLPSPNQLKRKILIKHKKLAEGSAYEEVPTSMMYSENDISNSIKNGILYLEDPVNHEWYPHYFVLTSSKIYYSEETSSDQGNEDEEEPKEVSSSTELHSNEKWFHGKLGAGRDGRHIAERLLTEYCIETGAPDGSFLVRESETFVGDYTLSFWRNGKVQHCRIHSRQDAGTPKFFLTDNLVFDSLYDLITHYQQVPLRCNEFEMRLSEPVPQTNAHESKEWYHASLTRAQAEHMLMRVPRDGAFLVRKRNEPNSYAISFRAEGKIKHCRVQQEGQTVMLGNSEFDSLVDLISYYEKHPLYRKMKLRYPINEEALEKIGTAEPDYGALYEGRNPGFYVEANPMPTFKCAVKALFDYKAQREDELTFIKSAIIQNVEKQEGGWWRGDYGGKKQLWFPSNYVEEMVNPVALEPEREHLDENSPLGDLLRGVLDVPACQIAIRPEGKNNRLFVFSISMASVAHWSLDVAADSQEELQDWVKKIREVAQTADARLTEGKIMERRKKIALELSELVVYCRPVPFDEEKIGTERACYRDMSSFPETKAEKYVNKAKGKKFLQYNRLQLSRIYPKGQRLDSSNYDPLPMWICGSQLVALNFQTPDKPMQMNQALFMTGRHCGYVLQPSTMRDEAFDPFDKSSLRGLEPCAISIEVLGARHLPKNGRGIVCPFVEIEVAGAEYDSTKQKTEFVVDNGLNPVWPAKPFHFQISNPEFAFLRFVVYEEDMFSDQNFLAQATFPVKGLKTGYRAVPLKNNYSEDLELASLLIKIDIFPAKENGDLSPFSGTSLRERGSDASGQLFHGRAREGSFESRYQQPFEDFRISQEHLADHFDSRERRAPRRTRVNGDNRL
ASAP1 inh – inhibitors of human ASAP1 ArfGAP activity | Q9ULH1 | ASAP1-stimulated ARF1 GTP hydrolysis, GDP FP detection | inhibition, % at 16.5 µM | 360,000 compounds, 0.19% hits | AID 624377; in the data active = inhibition above about 25%;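 also: 0% = vehicle with enzyme and substrate and 100% = no enzyme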
ADAM17 inh – inhibitors of human ADAM17. recombinant ADAM17, EDANS/DABCYL FRET peptide cleavage. 370,000 compounds, 0.83% hits. P78536. inhibition, % at 6.95 µM;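 active = inhibition above the mean of compounds lying between control limits plus 3 SD, set per campaign, cut at about 8.5% in these data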;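 also: 0% = DMSO-only wells as the low control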
Tn6 DDE FP – DD(E)-Tn6 binding inhibition, primary FP screen; 370,000 compounds, 0.21% hits; P02675; inhibition, % at 8.3 µM; Fibrin DD(E) TRITC-Tn6 fluorescence polarization displacement;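 active = inhibition above a per-campaign cutoff: mean of compounds within control limits plus 3 SD, cut at about 15% in these data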;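 also: 0% = median of all compound wells on the plate and 100% = blocking peptide control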
Tn7 DDE FP – disrupts Tn7 cyclic peptide binding to fibrin D-Dimer-E complex; P02675; FP displacement of FITC-Tn7 peptide from fibrin DD(E); 0% = median of compound wells per plate; inhibition, % at 8.3 µM; 370,000 compounds, 0.13% hits; AID 720508;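 active = inhibition above the mean of compounds falling within the control limits plus 3 SD of them, cut at about 14% in these data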;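 also: 0% = plate median of compound wells and 100% = 10 µM Aha-Tn7 peptide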
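Assay system: Human fibrin DD(E) protein | Medium: Tris buffer with calcium and detergent, pH 7.8 | Reagent: 0.1 µM fluorescent Tn7 | Compound dosing: Single point at 8.3 µM | Times: 10 min preincubation, 3 h with tracer, room temperature | Detection: Fluorescence polarization of the labelled Tn7 tracer | Controls: Aha-Tn7 high control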
SIAE inh – blocks human sialic acid acetylesterase; Q9HAT2; SIAE FP-Rh probe binding, fluorescence polarization; inhibition, % at 9.66 µM; 370,000 compounds, 0.69% hits; AID 1053197;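 active = inhibition above a cutoff: mean of compounds within the control limits plus 3 SD of those, cut at about 17% in these data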;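 also: 0% = plate median of compound wells and 100% = probe without SIAE protein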
ARFGAP1 inh – inhibits rat ARF GTPase activating protein 1 | inhibition, % at 16.5 µM | Q62848 | AID 651572 | 360,000 compounds, 0.26% hits | Arfgap1-stimulated ARF1 GTP hydrolysis, GDP FP detection;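 active = inhibition above a per-plate limit, mean inhibition of low control wells plus 3 SD, cut at about 25% in these data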;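 also: 0% = DMSO wells with enzyme and 100% = wells lacking Arfgap1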
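Material: rat Arfgap1 GAP domain (His6, aa 1-136), purified enzyme. Also added: human ARF1(Δ1-17)-GTP substrate. Compound dosing: 16.5 µM single point, 1.26% DMSO. Timing: enzyme reaction 120 min at 25 °C after 20 min preincubation. Signal: GDP detection by fluorescence polarization. Read-out basis: percent inhibition of GAP-stimulated GDP formation, scaled between DMSO and no-Arfgap1 medians.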
TDP2 absorb – blocks human TDP2 phosphodiesterase activity; O95551; recombinant TDP2, T5PNP hydrolysis, p-nitrophenol absorbance 415 nm; inhibition, % at 12.8 µM; 370,000 compounds, 0.34% hits; AID 720702;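 active = inhibition above the mean of all tested compounds plus 3 SD, set per campaign, cut at about 25% in these data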;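 also: 0% = DMSO with enzyme and 100% = buffer with substrate but no TDP2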
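System – recombinant human TDP2 · Amount – 120 nM TDP2 per well · Buffer or medium – Mg2+-containing Tris-HCl buffer, pH 7.5 · Reagent – T5PNP substrate, 5 mM · Dosing – 12.8 µM single point, 1% DMSO · Incubation – 2 h at 37 °C · Measured by – epi absorbance · Read-out basis – percent inhibition · Benchmarks – high control without enzyme, low control DMSO plus TDP2 · Repeats – singlicate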
An asterisk follows results filed as active.

SMILES	PLCb3 inh	ADAM10 inh	PLC-gamma1 inh	ASAP1 inh	ADAM17 inh	Tn6 DDE FP	Tn7 DDE FP	SIAE inh	ARFGAP1 inh	TDP2 absorb
COc1ccc(OC)c(NC(=O)COC(=O)COc2ccc(Nc3ccccc3)cc2)c1	-4	12	1	-2	6	7	7	8	5	-4
CCOC(=O)C1CCCN(C(c2ccccn2)c2c(C)[nH]c3ccccc23)C1 (stereo not given)	-23	-8	-24	3	-7	-1	5	-1	6	-4
CC(NC(=O)Cc1ccc(Br)cc1)c1ccccc1 (stereo not given)	-7	-3	1	10	-2	-4	1	1	-2	-5
O=C(COC(=O)c1cc(S(=O)(=O)NCc2ccccc2)ccc1O)c1cc2ccccc2o1	-10	-12	-2	-13	-4	3	4	-4	-19	9
CCN(CC)CC(=O)Nc1sc2c(c1C(=O)c1ccccc1OC)CCC2	-8	-6	0	-14	-5	0	2	4	9	0
O=C1CCCN1CC(O)CS(=O)(=O)Cc1ccc(Cl)cc1Cl (stereo not given)	-2	-9	7	2	-9	-8	-4	-3	15	-12
O=C(/C=C/c1cccc([N+](=O)[O-])c1)Nc1cccc(NC(=O)c2cccs2)c1	3	17	1	4	8	11	-4	-114	12	-4
Cc1ccc2nc(-c3ccc(NC(=O)CSc4ccccc4)cc3)[nH]c2c1	-8	-99	-7	0	-47	7	-3	-23	-4	-8
Cc1ccc(S(=O)(=O)NC(=O)C2CCCCC2)cc1	2	-2	4	2	-3	3	11	12	-8	6
O=C(Nc1nccs1)C1CCN(S(=O)(=O)c2ccc3c(c2)OCCCO3)CC1	-1	-7	2	-6	-4	0	3	-8	-1	3
CC(=O)Nc1ccc(S(=O)(=O)Nc2ccc(C(=O)NCC(=O)O)cc2)cc1	-8	-6	-6	5	-8	-6	-3	11	11	3
Cc1ccccc1NC(=O)CSc1nc2scc(C)c2c(=O)[nH]1	-5	-6	1	-6	-3	-2	3	4	1	0
Cc1ccc(-c2nc3ccc(Cl)cn3c2Cc2ccsc2)cc1	-24	-31	-15	6	-15	14	0	14	-6	6
Cc1ccc(Cl)cc1Nc1nc(-c2cccnc2)cs1	-6	8	3	-1	5	1	1	13	2	8
Cc1ccc(C(=O)N/N=C\c2ccc(-c3ccc([N+](=O)[O-])cc3)o2)cn1	-46	3	-29	-3	1	-11	-2	-3	5	7
CCN(CC)S(=O)(=O)c1ccc(N2CCOCC2)c(NC(=O)c2ccc(OC)c([N+](=O)[O-])c2)c1	4	-2	-2	-2	-4	4	8	-2	9	5
O=C(CCN1CCCC1=O)NC1CCCc2c1cnn2-c1ccc(F)cc1F (stereo not given)	-8	8	2	5	-5	-2	0	-1	1	-1
C=CCn1c(=O)c(C(=O)NCc2ccc(Cl)cc2)c(O)c2ccccc21	-10	-2	2	1	-1	-2	-7	-5	-3	8
CC(C)c1ccccc1NC(=S)NC(=O)C1CCCCC1	-3	2	-2	-2	3	-2	2	-9	6	-3
CCOC(=O)N1CCN(S(=O)(=O)c2cc(Cl)ccc2Cl)CC1	0	-8	-1	-13	-6	1	-4	-7	5	0
CCCCNC(=O)C[C@@H]1C[C@@]2(C(=O)OCC)CCC=C2N(CCC2=CCCCC2)C1=O	-4	-20	4	0	0	-6	-1	-7	1	-9
Cc1cccc(CNC(=O)C2CCC(=O)N(C3CC3)C2)c1 (stereo not given)	-3	1	4	6	-2	5	1	-2	0	5
Cc1cc(C(=O)NC(=S)Nc2cccc(C(=O)O)c2C)ccc1[N+](=O)[O-]	5	9	9.8*	0	4	-6	-3	-13	-15	-11
COc1ccccc1CNC(=O)c1cc(-c2ccccc2)n(Cc2cc(C)no2)n1	1	-1	-1	-4	-4	-1	-3	-4	7	9
NS(=O)(=O)c1cc(C(=O)N2CCNC(=O)C2)ccc1Cl	-2	-5	-4	-13	0	-5	0	2	0	11
SMILES	PLCb3 inh	ADAM10 inh	PLC-gamma1 inh	ASAP1 inh	ADAM17 inh	Tn6 DDE FP	Tn7 DDE FP	SIAE inh	ARFGAP1 inh	TDP2 absorb
COCCNC(=O)C1(C)CCCN(C(=O)c2ccc(N(C)C)cc2)C1 (stereo not given)	3	-9	0	-9	-7	1	-3	5	8	0
O=C(Nc1ccccc1C(F)(F)F)C1CCN(C(=O)c2cccs2)CC1	-7	-2	0	-2	-1	0	4	-7	4	-10
CCC(C)N(C(=O)Cn1nc(C)c([N+](=O)[O-])c1C)C1CCS(=O)(=O)C1 (stereo not given)	2	13	3	-11	5	5	5	-1	-8	-4
CCCN1CCC(NC(=S)Nc2cccc(Cl)c2Cl)CC1	2	-3	6	7	4	-4	-3	3	20	1
COc1cc(NC(=O)CSc2nnc(-c3ccncc3)n2C2CCCCC2)ccc1NC(=O)c1ccco1	-4	0	8	12	1	-2	-5	3	13	1
O=C(NCCN1CCN(C(=O)NC2CCCCC2)CC1)NC1CCCCC1	2	1	-2	10	-1	1	-2	9	8	-2
O=C(Nc1ccccc1N1CCOCC1)c1ccc(OCc2cscn2)cc1	-4	0	-2	7	-2	12	3	2	9	6
Cc1ccc(N2C(=O)c3oc4ccccc4c(=O)c3C2c2cccc(O)c2)nc1 (stereo not given)	-1	-8	-1	0	0	-3	5	-9	-4	5
COc1ccc(F)cc1S(=O)(=O)Nc1cc2c3c(c1)CC(=O)N3CCC2	3	3	1	-8	5	-8	4	-5	11	-17
CC(C)Oc1ccc(C(CCNCc2ccc(O)cc2)c2ccccc2)cc1 (stereo not given)	2	-7	7	-3	-1	3	6	-4	8	-13
O=C(N/N=C/c1sc(=O)n(Cc2ccc(Br)cc2)c1Cl)c1ccco1	-14	-11	-3	23	-3	-3	-1	-9	39*	10
O=c1[nH]c2ccccc2n2c(-c3ccncc3)nnc12	-6	-8	-7	8	-5	1	2	8	-8	11
CC(=O)N1CCN(C(=O)c2cc3c(s2)CCCC3)CC1	-5	1	0	-10	-4	5	2	0	-6	-2
Cc1ccc2c(C)c(C(=O)NCc3ccc(S(N)(=O)=O)cc3)oc2c1C	7	-4	4	-9	-3	-3	-8	-7	-6	-8
CN1CCN(S(=O)(=O)c2cccc(C(=O)Nc3cc(C(F)(F)F)ccc3N3CCCCC3)c2)CC1	-8	-6	0	6	-2	-4	7	0	6	-5
Cn1c(SCC(=O)N2CCOCC2)nnc1-c1ccc2ncccc2c1	-8	1	-1	2	-3	4	6	-1	-6	10
CCOC(=O)c1cn(CC)c2cc(Cl)c([N+](=O)[O-])cc2c1=O	2	-9	4	-1	-1	-1	-2	0	-3	4
CC1Cc2cc(/C(O)=C3/C(=O)C(=O)N(Cc4ccco4)C3c3cccs3)ccc2O1 (stereo not given)	-11	6	-8	-6	1	-1	-6	1	0	2
CN(C)c1nc2c(c(N)nn2-c2ccc(Cl)cc2)c(=O)o1	-2	-5	3	-13	-4	-3	10	0	2	9
O=C(NC(=S)N1CCN(C(c2ccccc2)c2ccccc2)CC1)c1ccc(S(=O)(=O)N2CCOCC2)cc1	6	7	3	-6	3	7	-4	-4	-2	4
COc1ccc(NC(=S)NNS(=O)(=O)c2ccc3ccccc3c2)c(OC)c1	-10	-5	-7	-4	-3	5	7	3	12	2
Cc1cc2[nH]c(=O)c(=O)[nH]c2cc1S(=O)(=O)N1CCN(c2cccc(C(F)(F)F)c2)CC1	-16	-6	-5	-4	-5	2	1	-11	-4	-5
O=C(NC1CC(=O)N(c2ccc(F)cc2)C1)C(=O)c1c[nH]c2ccccc12 (stereo not given)	-5	4	9	2	-2	-5	4	-1	-11	7
Cc1ccc(-n2nc3c(N4CCC(C(=O)N5CCN(C)CC5)CC4)nnc(C)c3c2C)cc1	-114	-56	-75	4	-19	1	0	-6	-3	-2
Cc1ccc(S(=O)(=O)N2CCCCC2)cc1NC(=O)COC(=O)c1ccc(O)cc1	0	6	-1	-10	-1	4	2	-7	-2	3
SMILES	PLCb3 inh	ADAM10 inh	PLC-gamma1 inh	ASAP1 inh	ADAM17 inh	Tn6 DDE FP	Tn7 DDE FP	SIAE inh	ARFGAP1 inh	TDP2 absorb
Clc1ccc(Nc2ncnc3c2nnn3Cc2ccccc2)cc1	-18	-6	-17	3	-4	-2	3	0	-7	-3
CCCN(S(=O)(=O)c1ccc(OCC)cc1)S(=O)(=O)c1cccs1	6	16	8	-1	0	-8	0	-2	-4	-7
CSCCC(C(=O)NCc1ccccc1)n1c(Cc2cc(F)cc(F)c2)nc2ccccc21 (stereo not given)	3	1	2	-2	1	-1	-3	-1	-4	4
Cn1c(N)c(C(=O)COC(=O)C2CCC(C(C)(C)C)CC2)c(=O)n(C)c1=O (stereo not given)	-1	4	0	-4	1	3	1	-3	6	5
CCCCN1C[C@H](C)[C@@H](CC(=O)Nc2ccc(OC)cc2)C1=O	1	-11	-1	-6	-4	-4	0	0	7	4
COc1ccc(CNC(=O)Cn2ccc3cc(S(=O)(=O)N4CCCC4)ccc32)cc1OC	-10	-4	0	-5	-1	2	5	-1	-12	-6
CCN1C(=O)[C@H]2[C@@H](c3ccc(-c4cccc(Cl)c4)c(OC)c3)N[C@@](Cc3ccccc3)(C(=O)OC)[C@H]2C1=O	-1	-11	-2	8	-3	7	4	0	-2	-4
CCCCC(CC)CNC(=O)c1ccc2c(c1)OCO2 (stereo not given)	-2	-1	1	-3	0	-4	2	-4	0	-13
O=C(COC(=O)C1CC2CCCC(C1)C2=O)c1cccc(Br)c1 (stereo not given)	-2	-2	3	-11	-3	9	3	-2	-3	6
Cc1ccc(C(=O)NCCCN2CCOCC2)c(C)c1	2	-1	1	3	0	-3	5	-2	-7	-6
O=S(=O)(Nc1ccc(-n2cnnn2)cc1)c1ccccc1F	-6	-8	-3	-2	1	3	0	5	0	6
N#Cc1c(NC(=O)/C=C/C(=O)O)sc2c1CCN(Cc1ccccc1)C2	-167	-214	-168	17	-99	0	-7	-13	15	-5
Cc1nn(-c2ccccc2)c(C)c1NC(=O)COC(=O)c1ccc(NC(=O)CC#N)cc1	-15	-2	-6	-17	2	3	4	-11	-4	8
CCN1CCCC(OC(=O)c2cc(-c3ccc(C)cc3)nc3ccccc23)C1 (stereo not given)	-98	-266	-109	10	-78	3	-8	2	-13	3
CNC(=O)C1CC(=O)N(CCc2ccc(C)cc2)C1 (stereo not given)	-7	-1	4	-1	-1	2	1	5	1	-9
COc1ccc(NC(=S)NN2C(C)CCCC2C)cc1 (stereo not given)	1	-1	1	-8	-2	3	-1	5	-1	5

Compound activity from PubChem BioAssay.
